# FBPA Giardia inh: blocks Giardia fructose-bisphosphate aldolase activity | purified Giardia FBPA | 290,000 tested, 0.71% active | AID 2451 | Potency, µM (highest dose often 59.6 µM), without a hit: at the highest dose activity, negative = inhibition, usual class: inhibitors; also: potency is read from the fitted curve at half-maximal effect; nearly all actives have a fitted effect of over 55% in size
# Target sequence (A8B2U2 whole entry, looked up): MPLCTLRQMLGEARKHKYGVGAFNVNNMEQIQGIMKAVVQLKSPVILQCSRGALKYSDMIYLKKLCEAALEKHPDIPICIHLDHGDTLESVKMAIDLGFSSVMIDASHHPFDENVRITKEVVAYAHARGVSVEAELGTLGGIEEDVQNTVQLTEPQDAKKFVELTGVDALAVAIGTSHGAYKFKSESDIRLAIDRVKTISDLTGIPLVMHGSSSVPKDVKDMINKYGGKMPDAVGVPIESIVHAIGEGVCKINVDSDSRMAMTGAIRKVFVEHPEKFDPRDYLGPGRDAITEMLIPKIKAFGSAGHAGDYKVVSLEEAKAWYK
#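 Giardia FBPA (40 nM reagent) was preincubated 10 min at RT with compound (up to 57.5 uM final), then substrate plus GAPDH/TPI/NAD/arsenate coupling system with diaphorase/resazurin was added; resorufin fluorescence (525/598 nm) was read after 20 min.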
# HCV inhibitor: HCV inhibition; Huh7.5.1 HCVcc-Cre infection, luciferase reporter, 44 h; Potency, µM (doses to about 41.8 µM), without a hit: top-dose activity change, negative = inhibition, actives largely listed as inhibitors; 340,000 tested, 3.4% active; AID 651820; also: potency is read from the fitted curve at half-maximal effect
#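 A cell-based infection assay in which seeded cells (1,000 per well) receive test compound after 4 h, are inoculated with HCVcc-Cre at approximately 0.5 moi, and are incubated 44 h before luminescence detection.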
# AmpC inh detg: inhibitors of E. coli AmpC beta-lactamase with detergent | P00811 | AmpC hydrolysis of nitrocefin, absorbance 480 nm, 0.01% Triton | Potency, µM (top dose mostly 114 µM), inactives show at the top dose activity change, negative = inhibition, usual class: inhibitors | 370,000 tested, 0.041% active;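 also: potency is read from the fitted curve at half-maximal effect; 0% = no-compound wells and -100% = no-enzyme wells; nearly all actives have a fitted effect of over 25% in size; some results filed as inactive show a strong effect at the top dose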
# Target sequence (P00811 whole entry, looked up): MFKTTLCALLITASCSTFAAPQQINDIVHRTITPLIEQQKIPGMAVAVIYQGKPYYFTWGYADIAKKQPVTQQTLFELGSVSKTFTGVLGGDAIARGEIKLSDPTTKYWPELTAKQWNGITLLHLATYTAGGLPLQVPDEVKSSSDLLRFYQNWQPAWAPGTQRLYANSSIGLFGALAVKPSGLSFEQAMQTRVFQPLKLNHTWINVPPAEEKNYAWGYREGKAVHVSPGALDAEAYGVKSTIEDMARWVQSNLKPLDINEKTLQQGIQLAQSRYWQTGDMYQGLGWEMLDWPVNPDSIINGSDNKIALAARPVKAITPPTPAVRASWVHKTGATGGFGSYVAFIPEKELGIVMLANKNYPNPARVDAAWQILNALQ
#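 20 mM phosphate pH 7.0 + 0.01% (detergent screen) or 0.0001% Triton X-100; 5.3 nM AmpC reagent; cpd preinc 15 min RT; nitrocefin (800 uM stock) to start; A480 q20 s × 4 min; Activity was normalised to no-enzyme and no-compound control wells.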
# AMA1 RON2 block: AMA1-RON2 (P. falciparum) interaction inhibition; 360,000 tested, 0.2% active; AlphaScreen AMA1-biotinylated RON2 peptide binding; Potency, µM (series often up to 58.2 µM), without a hit: at the highest dose activity change, negative = inhibition, most hits filed as inhibitors;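 also: potency is read from the fitted curve at half-maximal effect; 0% = vehicle wells and -100% = peptide control; nearly all actives have a fitted effect of over 45% in size; some results filed as inactive show a strong effect at the top dose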
#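 AMA1 (3D7) with his tag at 25 nM final met compounds first, then biotinylated RON2 peptide at 25 nM; detection used donor plus acceptor beads, 10 µg/mL apiece, read by AlphaScreen after 30 min at room temperature.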
# Sm TGR block: inhibitors of Schistosoma mansoni thioredoxin glutathione reductase | purified TGR, DTNB reduction, TNB absorbance 405 nm | 360,000 tested, 3% active | Q962Y6 | Potency, µM (top dose mostly 114 µM), inactives show at the top dose activity change, negative = inhibition, hits mostly inhibitors | AID 485364; also: potency is read from the fitted curve at half-maximal effect; nearly all actives have a fitted effect of over 60% in size
#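 First, TGR (20 nM dispensed) and NADPH were mixed with compound. Second, a 15 min room-temperature incubation followed. Third, further NADPH and then DTNB were added to start the reaction. Finally, TNB absorbance was monitored kinetically.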
# HCMV antiviral: human cytomegalovirus inhibition | HFF cells, HCMV-luciferase reporter, 72 h; hits give low values | activity change, negative = inhibition, % at 57.5 µM | 410,000 tested, 4.5% active; in the data active = activity change below about -60%; inconclusive = no clear call, values can overlap the other calls; inactive = above about -39%
#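 HFF cells seeded 16 h at 37C, treated with compounds, infected with luciferase-reporter HCMV at MOI 1 PFU/cell; luciferase read at 72 h post infection, normalized to buffer-only and Salinomycin controls.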
# * hit, by the source's call; ? = inconclusive; . = no result given; [ ] = dose if it differs, or a comment. Unless noted, calls follow the shape of the dose curve; as a rule, active = well fitted curve in the direction sought with a large enough effect; inconclusive = small, poorly fitted or top-dose-only effect, or another doubt; inactive = no such curve, though single readings can be large; an effect the other way counts as inactive or inconclusive. Unless noted, % is scaled to controls: 0 for no effect and ±100 for the full control effect.
SMILES,FBPA Giardia inh,HCV inhibitor,AmpC inh detg,AMA1 RON2 block,Sm TGR block,HCMV antiviral
CCN1C(=O)/C(=C/N2CCc3ccccc32)SC1=S,2%,2%,1%,5%,1%,.
COc1ccc(NC(=O)Nc2cccs2)cc1Cl,-13%,-11%,-3%,-7%,-28%,-29
CCCCNc1nc(-c2ccccc2)c(C(=O)OCC)cc1C#N,-1%,?,-8%,202%[activator],12%,-3
CC1=CC(=O)N(c2cccc3c(N4C(=O)C=C(C)C4=O)cccc23)C1=O,.,30%[activator],.,-6%,.,-11
COc1cc(-c2cc(OC)c3c(C)oc(C)c3c(=O)c2)ccc1OC(=O)c1ccc(C)cc1,.,.,20%,.,-6%,12
COc1ccc(OC)c(-c2cc(C(=O)NCCCn3ccnc3)no2)c1,-3%,-11%,-8%,-6%,10%,?
CCOC(=O)c1ccc(CN2C(=O)c3ccccc3S2(=O)=O)cc1,2%,11%,-8%,32%[activator],5%,-4
O=C1NCC(O)=C1C=NCCO,1%,0%,-2%,8%,-4%,13
CSc1nsc(N/N=C/c2ccc3c(c2)OCO3)c1C#N,6%,-1%,4%,16%,67%[activator],143
CCOC(=O)c1ccc2[nH]c3c(c2c1)CCCC3NC=O (configuration not stated),7%,?,-18%,9%,-1%,24
Cc1cnc(C(=O)OCC(=O)c2csc(N3CCCCC3)n2)cn1,-22%,-13%,1%,-13%,-27%,43
C=C1CCN([C@@H](C)C(=O)OCc2cccc(C)c2)S(=O)(=O)c2ccccc21,-17%,-8%,2%,15%,7%,9
COc1ccc(/C=N/NC(=O)c2ccc(Cl)cc2)cc1COC(C)=O,1%,11%,-9%,12%,2%,9
O=C(NC1CCN(S(=O)(=O)c2ccc(F)cc2)CC1)C1CCCCC1,2%,11%,0%,3%,-9%,22
CC1=C(C(=O)Nc2cc(C)ccn2)C(c2ccc(C)cc2)C2=C(CCCC2=O)N1 (configuration not stated),-2%,12%,-18%,17%,3%,5
C=CCn1c(SC(C)CC)nc(O)cc1=O (configuration not stated),-2%,-2%,2%,0%,4%,-12
N/C(Cc1ccc(Cl)c(Cl)c1)=N\OC(=O)c1ccc(Br)o1,2%,3%,4%,-5%,17%,40
CCOC(=O)C1C(C)=C(Nc2ccc(OC)cc2)C(=O)N1c1ccc(OC)cc1 (configuration not stated),-5%,4%,-1%,21%,3%,41
CCOC(=O)C1(Cc2ccc(OC)cc2)CCN(C(=O)[C@@H]2CCCN2C(C)=O)CC1,7%,7%,-2%,-3%,-11%,0
O=C(CSCCc1ccccn1)Nc1ccccn1,-9%,11%,?,-6%,-3%,45
COc1cc(C(=O)Nc2cc(-c3cn4cccnc4n3)ccc2C)cc(OC)c1OC,-1%,-28%,-2%,-1%,16%,12
CCCN(C(=O)CN1C(=O)NC2(CCCCCC2)C1=O)C1CCS(=O)(=O)C1 (configuration not stated),8%,12%,-1%,-6%,-1%,22
O=C(CN1CCOCC1)Nc1c(Cl)cc(Cl)cc1Cl,4%,21%,0%,15%,-2%,1
COc1cc(C2CC(=O)Nc3c2c(C)nn3-c2nncc(-c3ccc(C)cc3)n2)cc(OC)c1OC (configuration not stated),.,.,23%,.,1%,3
Oc1nc(-c2ccc(Br)cc2)n2ccncc12,?,9%,-5%,15%,2%,-3
# (more compounds)
SMILES,FBPA Giardia inh,HCV inhibitor,AmpC inh detg,AMA1 RON2 block,Sm TGR block,HCMV antiviral
O=C1CN2CCC1C/C2=C\c1ccnc2c(Cl)cccc12 (configuration not stated),4%,?,-6%,0%,-3%,?
CCOc1ccc(S(=O)(=O)Nc2cccc(C(=O)N3CCN(c4cccc(OC)c4)CC3)c2)cc1,.,?,-14%,-17%,-9%,?
CCCCn1c(Cc2ccccc2)n[nH]c1=S,21%,14%,12%,46%[activator],1%,?
CC(=O)c1cccc(NC(=O)c2ccc(NC(=O)CC3SC(N4CCCCC4)=NC3=O)cc2)c1 (configuration not stated),0%,-16%,7%,-8%,17%,-8
COCCn1cnc2cc(C)c(C)cc21,-1%,19%,?,13%,12%,-10
COc1ccccc1Cn1c(/C=C/c2ccccc2)nc2ccccc21,-8%,10µM*,7%,13%,5%,-25
COc1ccc(CCC(=O)NCc2nc3cccnc3n2Cc2ccc(OC)cc2)cc1,.,.,0%,.,5%,6
Cc1cnc(C(=O)OC(C)C(=O)Nc2ccc(Oc3ccccc3)cc2)cn1 (configuration not stated),.,4%,-14%,-5%,1%,-21
O=C(NNC(=O)C1C2CCC(C2)C1C(=O)O)c1ccc(Br)o1 (configuration not stated),4%,-1%,-14%,.,5%,.
CCOC(=O)c1c(S(=O)(=O)N2CCC(C(=O)NCc3ccccc3OC)CC2)c(C)n(C)c1C,.,.,7%,.,-2%,9
Cc1ccc(C(=O)C[n+]2cccc(C(N)=O)c2)cc1,-6%,-12%,0%,?,6%,-1
O=C(NCCC1=CCCCC1)C1CC(=O)N(C2CCCCCC2)C1 (configuration not stated),1%,-1%,4%,0%,3%,1
O=C(CN1C(=O)NC2(CCCCCC2)C1=O)N1CCN(c2ccc(F)cc2)CC1,.,?,0%,-4%,-16%,0
Cc1cccc(C(=O)Nc2ccc(-c3nc4ccccc4s3)cc2Cl)c1,.,.,10%,.,9%,0
COc1ccc(NC(=O)C2=C(C)Nc3nc(SCc4ccc(C)cc4C)nn3C2c2cccc(OC)c2OC)cc1 (configuration not stated),.,.,3%,.,4%,-17
CCN(CC)c1ccc(CN2CC=C(c3ccc(F)cc3)CC2)cc1,-23%,?,?,?,-1%,19
CC(C)(C)NC(=O)CN(CCN1CCOCC1)C(=O)CNS(=O)(=O)c1ccccc1,3%,14%,4%,-9%,10%,-1
COc1ccc(C2C(=O)N(C3CCC(C)CC3)CC(=O)N2CCC2=CCCCC2)cc1OC (configuration not stated),.,.,5%,.,4%,-25
COC(=O)[C@H](Cc1ccccc1)NC(=O)N1CCN(Cc2ccccc2)CC1,1%,.,-11%,1%,-8%,-9
Cc1ccccc1NC(=O)c1cc2ccccn2n1,0%,?,1%,6%,-6%,21
Cc1cc(NC(=O)Cn2nc(C)c([N+](=O)[O-])c2C)no1,2%,-22%,1%,5%,-1%,-35
CCC1CCCCN1Cc1nc2c(c(=O)n(C)c(=O)n2C)n1CC(C)C (configuration not stated),4%,-8%,?,-1%,-10%,28
Cc1ccc(CC(=O)NCC(c2ccco2)N(C)C)cc1C (configuration not stated),-1%,13%,4%,16%,?,-31
CCc1c(O)nc(SC2CC(=O)N(c3ccccc3)C2=O)[nH]c1=O (configuration not stated),-13%,10%,2%,4%,0%,2
O=C(Nc1cccc2ccccc12)N1CCOCC1,-12%,-24%,-7%,-4%,6%,60

# Eleven entries already listed, ordered by formula weight, smallest number first:
SMILES,FBPA Giardia inh,HCV inhibitor,AmpC inh detg,AMA1 RON2 block,Sm TGR block,HCMV antiviral
C=CCn1c(SC(C)CC)nc(O)cc1=O (configuration not stated),-2%,-2%,2%,0%,4%,-12
CCCCn1c(Cc2ccccc2)n[nH]c1=S,21%,14%,12%,46%[activator],1%,?
Cc1ccc(C(=O)C[n+]2cccc(C(N)=O)c2)cc1,-6%,-12%,0%,?,6%,-1
O=C(Nc1cccc2ccccc12)N1CCOCC1,-12%,-24%,-7%,-4%,6%,60
Cc1cc(NC(=O)Cn2nc(C)c([N+](=O)[O-])c2C)no1,2%,-22%,1%,5%,-1%,-35
Oc1nc(-c2ccc(Br)cc2)n2ccncc12,?,9%,-5%,15%,2%,-3
CCOC(=O)c1ccc(CN2C(=O)c3ccccc3S2(=O)=O)cc1,2%,11%,-8%,32%[activator],5%,-4
O=C(NC1CCN(S(=O)(=O)c2ccc(F)cc2)CC1)C1CCCCC1,2%,11%,0%,3%,-9%,22
COC(=O)[C@H](Cc1ccccc1)NC(=O)N1CCN(Cc2ccccc2)CC1,1%,.,-11%,1%,-8%,-9
N/C(Cc1ccc(Cl)c(Cl)c1)=N\OC(=O)c1ccc(Br)o1,2%,3%,4%,-5%,17%,40
O=C(CN1C(=O)NC2(CCCCCC2)C1=O)N1CCN(c2ccc(F)cc2)CC1,.,?,0%,-4%,-16%,0

# (further entries)
SMILES,FBPA Giardia inh,HCV inhibitor,AmpC inh detg,AMA1 RON2 block,Sm TGR block,HCMV antiviral
O=C(CCCn1c(=S)[nH]c2ccccc2c1=O)NCCSCc1ccccc1,3%,-7%,-4%,12%,-15%,?
COc1ccc(C(=O)NNC(=O)c2ccc(S(=O)(=O)N3CC(C)OC(C)C3)cc2)cc1 (configuration not stated),8%,12%,2%,37%[activator],-2%,13
CCCCOC(=O)Nc1ccc(C(=O)OCCC)cc1,-2%,-22%,-12%,-10%,-13%,21
COc1ccc(C)cc1-n1cnnn1,3%,30%,-5%,-5%,8%,35
O=C(CCc1nc(-c2ccc(F)cc2)no1)Nc1cccc(C(=O)NC2CC2)c1,.,14µM*,.,-6%,.,34
CCN(CC)CCCN(Cc1cc2cc3c(cc2[nH]c1=O)OCO3)C(=S)NCCCN(C)C,-2%,22%,?,1%,6%,-13
O=C(CCCCCn1c(=O)[nH]c2ccccc2c1=O)NCc1cccc(Cl)c1,.,.,-3%,.,4%,72
COc1cc(C(=O)/C=C/Nc2ccc(NC(C)=O)cc2)cc(OC)c1OC,-27%,?,-2%,3%,1%,36
N#C/C(=C(/O)CCCl)c1ccccn1,-18%,6%,-6%,-2%,1%,?
CC1=NCCN1S(=O)(=O)c1cc(Cl)ccc1Cl,-1%,12%,-2%,4%,-5%,39
COc1ccc(NS(=O)(=O)c2ccc3c(c2)CCC(=O)N3)c(OC)c1,-5%,0%,?,18%,1%,95
CN(Cc1ccccc1F)c1nc(-c2cccnc2)nc2ccccc12,5%,?,?,-20%,0%,-6
CCOc1ccc(C2/C(=C(\O)c3ccc4c(c3)OCCO4)C(=O)C(=O)N2Cc2cccnc2)cc1OCC (configuration not stated),-14%,6%,-3%,-2%,-16%,-6
COc1ccc(Cl)cc1NC(=O)c1cnc2n(c1=O)CCS2,-1%,4%,?,5%,52%[activator],7
CCC(=O)N1CCN(c2ccc(NC(=O)c3ccco3)cc2)CC1,3%,1%,1%,8%,-5%,76
COc1ccc(NC(=O)c2csc3c2CCCC3)cc1,2%,6%,-11%,-2%,4%,117
CC1(C)CC(=O)C2=C(C1)N(c1ccccc1)C(=O)C(C(=O)OCc1ccccc1)C2 (configuration not stated),.,-17%[8.37 µM],.,-3%,.,-10
O=C(Cc1ccccc1)N1CCc2[nH]nc(-c3ccccc3)c2C1,1%,-8%,3%,0%,0%,-9
O=C(OCc1cc(=O)n2nc(-c3cccs3)sc2n1)c1ccccc1Br,.,.,22%,.,2%,1
CCc1nccn1S(=O)(=O)c1ccc2ccc(C)cc2c1,?,15%,5%,3%,3%,48
CCNC(=S)N(CCc1c(C)[nH]c2ccc(F)cc12)Cc1cccnc1,-4%,-17%,10%,0%,1%,-24
COc1ccc(C(C(=O)Nc2ccc(C(C)C)cc2)N(C)C(=O)Cc2cccs2)cc1 (configuration not stated),.,.,9%,.,10%,51
CC1C(=O)N(Cc2ccc(F)cc2)c2ccccc2N1C(=O)c1c(F)cccc1F (configuration not stated),-10%,?,4%,-3%,-6%,-73*

# Screening results from PubChem.
